From PubChem BioAssay
3CLpro inhibitor = SARS-CoV 3CLpro protease inhibitors, primary screen, biochemical, quenched FRET; inhibition, % at 6 µM; AID 1706, 2009; 290,000 tested, 0.14% active; Replicase polyprotein 1ab (Severe acute respiratory syndrome coronavirus), P0C6X7; recombinant SARS-CoV 3CLpro, quenched FRET peptide cleavage; in the data active means inhibition above about 12%
SSB-PriA inh = inhibitors of Klebsiella pneumoniae PriA binding to SSB C-terminal tail, primary screen, biochemical, AlphaScreen; PriA–SSB C-terminal tail interaction (Klebsiella pneumoniae); AlphaScreen SSBct-PriA binding, biotinylated peptide; inhibition, % at 33 µM; 430,000 tested, 0.6% active; in the data active means inhibition mostly above about 37%, no sharp cut-off; inactive means mostly below about 20%;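 further: plate controls were negative control peptide for no effect and reference peptide for full effect; strong numbers were not always called active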
Vc quorum ag = inducers of Vibrio cholerae quorum light production without autoinducers, primary screen, BH1578 luxS cqsA deficient, single point; V. cholerae BH1578 lux reporter, luminescence, 6 h; activation, % at 18.7 µM; 350,000 tested, 0.16% active; in the data active means activation mostly above about 9.7%, no sharp cut-off; further: not every result past the cut was called active; inactives centre near 0; reference of the scale not given here
CCHFV vOTU inh = CCHFV vOTU protease inhibitors, primary screen, biochemical, Pep-AMC substrate, fluorescence. inhibition, % at 11.5 µM. AID 651958, 2012. 370,000 tested, 0.55% active. Crimean-Congo hemorrhagic fever virus L polyprotein viral ovarian tumor (vOTU) protease …; in the data active means inhibition above about 30%; further: 0% = vehicle wells with enzyme and 100% = no enzyme wells
Y pestis TopoI = Yersinia pestis topoisomerase I inhibitors, primary screen, biochemical, cleavage product accumulation, plate reader, single point. DNA topoisomerase I (Yersinia pestis CO92). Y. pestis Topo-I cleavage product accumulation. activity, % at 10 µM. 360,000 tested, 0.064% active. AID 504884, 2011; in the data active means activity above about 50%, passing the limit was not always enough; further: inactives centre near 2
Rv3671c protease = Rv3671c serine protease inhibitors, primary screen, biochemical, fluorescence polarization, M. tuberculosis H37Rv. 320,000 tested, 0.048% active. inhibition, % at 5.96 µM. AID 2606, 2010. P9WHR9; in the data active means inhibition above about 38%;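 further: extracellular domain of Rv3671c used as enzyme; 0% = enzyme with DMSO and 100% = no enzyme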
TcdB GH inh = TcdB glycohydrolase inhibitors, primary screen, biochemical, single point, plate reader; TcdB glycohydrolase enzymatic assay; AID 652162, 2013; Toxin B (Clostridioides difficile), P18177; inhibition, % at 9.99 µM; 350,000 tested, 0.24% active; in the data active means inhibition above about 10%
MazF activator = activators of E. coli MazEF toxin-antitoxin RNase, primary screen, biochemical, fluorescence, uHTS. FAM/BHQ RNA-DNA oligo cleavage fluorescence, 5 h. activation, % at 20 µM. 350,000 tested, 0.32% active; in the data active means activation above about 50%
PrPC TRFRET = inhibitors of human cell surface prion protein PrPC, primary screen, cell-based, TR-FRET. Major prion protein (Homo sapiens), P04156. TR-FRET read-out. inhibition, % at 13.8 µM. 370,000 tested, 0.43% active. AID 720596, 2013; in the data active means inhibition above about 24%; further: 0% = median of the test wells and 100% = reference compound wells
VHR inh abs = VHR1 phosphatase inhibitors, primary screen, biochemical, absorbance, uHTS; inhibition, % at 13.3 µM; recombinant VHR phosphatase, pNPP absorbance; AID 1654, 2009; 290,000 tested, 0.52% active; Dual specificity protein phosphatase 3 (Homo sapiens), P51452; in the data active means inhibition above about 50%; further: some compounds called inactive have numbers as strong as hits
* marks the source's active call; other numbers are inactive results; i = inactive; nt = no result given; & = joins results of further samples.

SMILES	3CLpro inhibitor	SSB-PriA inh	Vc quorum ag	CCHFV vOTU inh	Y pestis TopoI	Rv3671c protease	TcdB GH inh	MazF activator	PrPC TRFRET	VHR inh abs
COc1ccc(CN(C)C(=O)c2ccc(NS(=O)(=O)c3ccccc3)cc2)c(OC)c1	nt	4	-1.4	16	32	-1	-1.1	0	3	nt
CCOC(=O)c1cnn(-c2ccccc2)c1NC(=O)c1ccc(C)cc1	0	-14	i	-3	3	-1	nt	6	-5	37
Cc1c(N(C(=O)c2cnccn2)C2(C(=O)NC3CCCC3)CCCCC2)c(=O)n(-c2ccccc2)n1C	2	-5	0.6	6	4	5	1.2	-4	-6	-4
c1cncc(-c2cn(C[C@H]3CC[C@@H]([C@@H]4CC[C@H](Cn5cc(-c6cccnc6)nn5)O4)O3)nn2)c1	-5	3	1.3	0	0	-6	3.2	4	-1	-10
COc1ccc(NC(=O)C2CCCN(S(=O)(=O)c3ccc4c(c3)CCCN4C(C)=O)C2)cc1Cl (configuration not stated)	-6	-6	-0.3	7	23	0	0.2	0	16	7
COc1cccc(-c2csc(N3CCN(C(=O)NC45CC6CC(CC(C6)C4)C5)CC3)n2)c1	-1	5	i	20	30	7	nt	-2	-4	22
CCCCCCN1C[C@H](n2cc(-c3ccc(F)cc3)nn2)[C@@H](O)C[C@@H]1c1ccc(C)cc1	nt	nt	-0.5	11	4	nt	0.5	-9	-3	nt
CCC(=O)NC(=S)Nc1cccc(C(C)=O)c1	-4	-13	i	8	-2	2	nt	-2	3	21
CN(Cc1ccccc1)C(=O)CN1C(=O)NC(C)(c2ccc(Cl)cc2)C1=O (configuration not stated)	-7	7	i	-24	7	1	-0.1	9	5	26
Nc1ccc(S(=O)(=O)NC2(C(F)(F)F)NC(=O)N(Cc3ccccc3)C2=O)cc1 (configuration not stated)	-2	-5	-0.6	-2	-6	0	-1.1	-1	0	12
CC(C)c1nc(SCC(=O)Nc2ccc3c(c2)OCCO3)n[nH]1	3	-12	-0.4	-18	-2	-2	0.1	5	1	11
O=C(c1ccc2c3c(cccc13)CC2)C1CCCN(Cc2cccnc2)C1 (configuration not stated)	1	22	i	-19	-1	0	1.4	4	0	11
COc1cc(/C=C/C(=O)O)cc(S(=O)(=O)Nc2ccc(F)cc2)c1OC	-1	4	i	-6	-2	4	nt	-3	2	4
CCOC(=O)C1=C(O)/C(=C/c2cn(CC(=O)N3CCCC3)c3ccccc23)SC1=Nc1ccccc1	3	-6	-1.3	nt	5	nt	nt	-43	nt	27
COc1cccc(-c2nc(CS(=O)(=O)CC(=O)NCC(C)c3ccccc3)c(C)o2)c1 (configuration not stated)	1	13	-0.3	6	28	-14	2.9	-3	0	-2
Cn1c(SCC(=O)NCC2CCCO2)nnc1-c1ccco1 (configuration not stated)	nt	-5	i	-7	15	0	1.0	1	-7	nt
Cc1ccc(S(=O)(=O)c2ccc(Oc3cccc(C)c3)cc2)cc1	3	-26	i	4	29	-11	nt	-6	-1	15
CCN(CC)S(=O)(=O)c1ccc(/C=C/C(=O)OCC(=O)Nc2ccc(S(N)(=O)=O)cc2)cc1	2	-2	3.4	18	40	-31	1.1	-2	0	7
CCN(CC)C(=O)C1=C(C)N(Cc2ccccc2)C(=O)C(CC(=O)NCCN2CCOCC2)C1 (configuration not stated)	nt	nt	-0.6	-3	7	nt	0.2	-5	-6	nt
O=C1NCCC/C1=N\Nc1ccc(Br)cc1	0	nt	-0.4	13	0	1	2.3	-1	-4	21
COc1ccc(/C=N/NC(=O)c2ccccc2OC)cc1COc1ccccc1[N+](=O)[O-]	3	nt	-0.1	0	43	-2	0.5	-10	4	6
COc1ccc(CCN(CC(=O)NC(C)(C)C)C(=O)Cn2nnc(-c3ccc(C)o3)n2)cc1OC	2	2	-0.3	-2	0	6	1.1	8	9	15
COc1ccc(C(=O)OCC(=O)N2C(C)CCCC2C)cc1[N+](=O)[O-] (configuration not stated)	2	-4	-0.3	21	4	-9	nt	12	-8	2
COCc1ccc(CN2CCCC(CO)(Cc3cccc(Cl)c3)C2)o1 (configuration not stated)	5	7	0.6	-12	6	-3	1.2	7	-11	-1

Shown with values under each structure: entries from further up
Every second line gives: 3CLpro inhibitor, SSB-PriA inh, Vc quorum ag, CCHFV vOTU inh, Y pestis TopoI, Rv3671c protease, TcdB GH inh, MazF activator, PrPC TRFRET, VHR inh abs
COc1ccc(C(=O)OCC(=O)N2C(C)CCCC2C)cc1[N+](=O)[O-] (configuration not stated)
    2, -4, -0.3, 21, 4, -9, nt, 12, -8, 2
COc1ccc(/C=N/NC(=O)c2ccccc2OC)cc1COc1ccccc1[N+](=O)[O-]
    3, nt, -0.1, 0, 43, -2, 0.5, -10, 4, 6
CCN(CC)C(=O)C1=C(C)N(Cc2ccccc2)C(=O)C(CC(=O)NCCN2CCOCC2)C1 (configuration not stated)
    nt, nt, -0.6, -3, 7, nt, 0.2, -5, -6, nt
COc1cc(/C=C/C(=O)O)cc(S(=O)(=O)Nc2ccc(F)cc2)c1OC
    -1, 4, i, -6, -2, 4, nt, -3, 2, 4

More records
SMILES	3CLpro inhibitor	SSB-PriA inh	Vc quorum ag	CCHFV vOTU inh	Y pestis TopoI	Rv3671c protease	TcdB GH inh	MazF activator	PrPC TRFRET	VHR inh abs
COc1ccc([C@H]2C[C@@H](O)[C@H](n3cc(-c4ccc(F)cc4)nn3)CN2CC2CCCCC2)cc1	nt	nt	-2.4	-6	3	nt	1.1	-3	6	nt
CCOc1ccc2nc(N3CCC(C(=O)N4CCN(c5ncccn5)CC4)CC3)sc2c1	nt	0	-0.6	-2	-2	5	1.9	9	-9	34
CCC(C)(C(=O)NC1CCCC1)N(C(=O)Cc1cccs1)c1c(C)n(C)n(-c2ccccc2)c1=O (configuration not stated)	8	-13	-0.5	-13	-5	-1	1.9	-1	-1	37
COc1ccccc1C(=O)NCC(=O)Nc1cccnc1	-2	nt	-1.1	nt	1	-7	nt	nt	nt	13
COc1cc([N+](=O)[O-])c2nc(C=NNC(N)=S)ccc2c1	nt	-11	nt	17	-7	nt	0.9	-3	-19	nt
CCOc1ccccc1Nc1ccc2nonc2c1[N+](=O)[O-]	-2	0	i	7	2	3	1.2	-4	-20	14
CC(c1nnnn1C(C)(C)C)N(Cc1cccnc1)Cc1ccccc1Cl (configuration not stated)	3	-22	i	18	26	0	nt	1	9	38
CC(C)NC(=O)c1ccc2c(c1)nnn2C	1	-21	-0.4	-7	7	-1	nt	10	0	12
CC1CC1C(=O)N1CCN(S(=O)(=O)c2cccc(F)c2)CC1 (configuration not stated)	nt	-3	-1.2	4	-6	-2	-1.3	4	2	nt
COc1ccc(N2CCN(C(=O)C3COc4ccccc4O3)CC2)cc1 (configuration not stated)	-1	17	-11	6	9	3	nt	2	-6	10
CC(C)[C@H](NC(=O)c1ccccc1)C(=O)Nc1cccc(S(=O)(=O)N2CCOCC2)c1	nt	-4	-1.5	17	1	-1	2.3	0	-2	nt
COc1ccc(/C=C(\C#N)c2cc(OC)c(OC)cc2[N+](=O)[O-])cc1	0	4	i	-12	8	-2	-0.1	7	-7	15
COc1cc(CNc2ccccc2)c([N+](=O)[O-])cc1OC	-2	7	-0.6	8	7	4	-1.3	12	-12	10
Cc1cc(Nc2ncc(Cl)cc2Cl)n(-c2ccccc2)n1	-4	0	i	13	8	-4	3.4	-3	12	-22
O=C(Cc1cccs1)NCCS(=O)(=O)N1CCN(c2ccccc2F)CC1	nt	2	-0.3	9	27	7	0.6	0	0	nt
CC1(C)Cc2c(C#N)c(NC3CCCCC3)nc(-c3ccco3)c2CO1	6	nt	-0.3	nt	15	1	nt	nt	nt	2
O=C1CSc2ccccc2N1Cc1ccccc1F	-1	-23	-0.2	-2	3	8	1.4	-5	1	3
Cc1ccc(S(=O)(=O)N(C)C)cc1NC(=S)Nc1ccc2[nH]c(=O)[nH]c2c1	-2	-7	-0.3	0	2	-3	-0.5	0	0	4
Cc1cc(NC(=O)CSc2nnc(-c3cccc(F)c3)n2N)no1	nt	6	i	-9	4	-2	1.7	6	11	nt
COc1ccc(-c2ccc(SCC(=O)Nc3nccs3)nn2)cc1OC	-1	-4&-7	-2.0	-22	21	-1	-1.2	-28	29*	19
Cc1c(Br)c([N+](=O)[O-])nn1CC(=O)N1CCN(C23CC4CC(CC(C4)C2)C3)CC1	-6	1	i	12	3	-2	-0.5	5	-11	20
COc1ccc(CCC(=O)NCCS(=O)(=O)N2CCN(c3ccccc3F)CC2)cc1	nt	1&-12	-0.3	-3	21	-6	0.1	0	4	nt
Cc1cccnc1NC(=O)C1CCCN(S(=O)(=O)c2ccc3c(c2)oc(=O)n3C)C1 (configuration not stated)	-5	-7	0.1	-6	-7	6	3.8	4	-3	19
Cc1onc(-c2ccccc2)c1-c1n[nH]c(=S)n1-c1ccc(C(=O)O)cc1	-1	-28	nt	-4	0	-4	0.0	1	4	13
Cc1ccc(-n2c(SCn3nnc4ccccc4c3=O)nnc2-c2cccnc2)c(C)c1	-3	-3	i	-9	16	-4	1.3	2	-2	-4
CC1CCN(S(=O)(=O)c2ccc3ncn(CC(=O)N(C)C4CCCCC4)c(=O)c3c2)CC1	1	-18	-1.1	7	4	7	-0.5	5	0	16
CCCCOc1ccc(C(=O)N/C(=C/C=C/c2ccccc2)C(=O)N2CCOCC2)cc1	6	2	-0.2	5	2	8	nt	-10	1	-7
CC(C)CCNC1=NCCCCC1	-1	-9	2.9	-16	3	-5	nt	-2	-6	19
CCCCCCCCCC(=O)NNC(=O)c1c(O)c2ccccc2n(CCC)c1=O	6	-12	-0.4	-11	0	10	0.8	11	-2	30
O=C(O)c1cn2c3c(ccc(Cl)c3c1=O)OCC2	-1	-7	-0.6	-14	-1	-1	-1.0	-12	-3	-15
O=C(COc1ccccc1)Nc1ccccc1Oc1ccccc1	0	-108	2.2	8	1	-15	nt	2	9	-8
Cc1ccsc1/C=N/n1c(-c2ccncc2)n[nH]c1=S	1	nt	-0.5	-11	-6	-6	nt	-12	-6	2
CC(C)NC(=O)C1(C)CCCN1Cc1ccccc1 (configuration not stated)	nt	nt	1.3	3	-3	nt	0.4	nt	3	nt
C=CCn1c(SCc2ccccc2)nc2scc(-c3ccc(C)o3)c2c1=O	0	2&-9	-2.2	-5	9	-1	nt	-11	-1	29
COc1ccc(-n2c(O)c(C=NCc3ccccn3)c3ccccc3c2=O)c(OC)c1	-1	6	0.6	-6	-6	-3	0.2	7	-5	20
CCOc1ccc(CN2C(=O)c3ccccc3C2=O)cc1C(=O)NC1CC(C)(C)NC(C)(C)C1	nt	-6	-0.2	6	-3	0	0.8	4	-3	nt
O=C(CCNS(=O)(=O)c1ccccc1)NCC1CCCCC1	nt	5	i	-7	0	nt	4.0	2	1	nt
CN(CCOc1ccccc1)CC(=O)Nc1ccc(Cl)cc1[N+](=O)[O-]	-3	23	0.1	0	4	10	0.2	-7	-6	20
O=C(c1cc(C2CC2)nn1-c1ccccc1)N1CCN(Cc2ccccc2)CC1	nt	nt	i	3	22	nt	0.0	-5	5	nt
COc1ccccc1N1CCN(C(=O)c2cn(Cc3ccccc3)nc2-c2cccnc2)CC1	nt	2	i	-10	22	3	0.6	4	-3	nt
CCC(NC(=O)C1CCCO1)c1ccccc1 (configuration not stated)	5	-5	-0.7	-9	2	-1	0.8	-2	2	21
C#Cc1cccc(C(=O)N2CCCC(C(=O)c3ccc(OC)cc3C)C2)c1 (configuration not stated)	0	-2	-0.5	-5	13	-7	0.1	6	-4	14
CCC(Cc1ccccc1)NC(=O)c1cc(S(=O)(=O)N2CCCCC2)c[nH]1 (configuration not stated)	-5	-4	-0.3	-3	3	-15	-0.7	11	-6	10

An excerpt; the hit share may differ from the screen's.
